PvdQ inh: blocks Pseudomonas aeruginosa PvdQ acylase activity; purified PvdQ acylase, fluorescence plate reader; inhibition, % at 10 µM; 340,000 compounds, 0.063% hits; in the data active = inhibition above about 30%, passing the limit was not always enough; inconclusive = no clear call, values can overlap the other calls;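 note: 0% = vehicle neutral wells and 100% = reference inhibitor wells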
Rtt109 Vps75: C. albicans Rtt109 histone acetyltransferase inhibition; inhibition, % at 34.9 µM; Q5AAJ8; 330,000 compounds, 0.16% hits; purified Rtt109/Vps75, ThioGlo CoA-SH fluorescence, 4 h;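 active = inhibition of at least 50% in every replicate; inconclusive = best replicate reaches 50% inhibition but some replicates fall short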
SUMO Mot1 rescue: SUMOylation pathway inhibition by Mot1-301 growth rescue; S. cerevisiae Mot1-301 growth rescue, ATP luminescence, 38.5C; percent above DMSO median, 100 means doubled; growth rescue, % at 18.8 µM; 320,000 compounds, 1% hits;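 active = every valid replicate shows activation above 250% relative to neutral control wells; inactive = the rest, any valid replicate at or below 250%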;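 note: OY570 slx delta 5 strain wells were the positive control but not used for scaling; some compounds called inactive have numbers as strong as hits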
RTF Ca sens inh: cardiac RTF calcium desensitization. P19429+P45379. inhibition, % at 7.15 µM. 340,000 compounds, 0.12% hits. IANBD-labeled cardiac RTF, Ca2+ fluorescence;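 active = inhibition above the mean inhibition of all tested compounds plus 3 SD, cut at about 17% in these data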;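 note: assay run at fixed EC70 calcium of 1.6 mM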
CDK5 inh: inhibitors of human CDK5/p35 kinase; Q00535+Q15078; Recombinant CDK5/p35, ADP-Glo luminescence, 60 min; inhibition, % at 10 µM; 330,000 compounds, 0.01% hits;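 active = highest replicate inhibition of at least 50% and at least 75% of replicates reaching 50%; inconclusive = only one of the two criteria met; inactive = both criteria failed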;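 note: plate controls were DMSO neutral control for no effect and GW8510 at 10 µM for full effect; many of its hits are not listed in these tables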
NSD2 inh: blocks human histone methyltransferase NSD2 | 310,000 compounds, 0.54% hits | NSD2 peptide methylation, AlphaScreen, 120 min | O96028 | inhibition, % at 12.5 µM; in the data active = inhibition above about 50%
Target sequence (O96028 whole entry, looked up): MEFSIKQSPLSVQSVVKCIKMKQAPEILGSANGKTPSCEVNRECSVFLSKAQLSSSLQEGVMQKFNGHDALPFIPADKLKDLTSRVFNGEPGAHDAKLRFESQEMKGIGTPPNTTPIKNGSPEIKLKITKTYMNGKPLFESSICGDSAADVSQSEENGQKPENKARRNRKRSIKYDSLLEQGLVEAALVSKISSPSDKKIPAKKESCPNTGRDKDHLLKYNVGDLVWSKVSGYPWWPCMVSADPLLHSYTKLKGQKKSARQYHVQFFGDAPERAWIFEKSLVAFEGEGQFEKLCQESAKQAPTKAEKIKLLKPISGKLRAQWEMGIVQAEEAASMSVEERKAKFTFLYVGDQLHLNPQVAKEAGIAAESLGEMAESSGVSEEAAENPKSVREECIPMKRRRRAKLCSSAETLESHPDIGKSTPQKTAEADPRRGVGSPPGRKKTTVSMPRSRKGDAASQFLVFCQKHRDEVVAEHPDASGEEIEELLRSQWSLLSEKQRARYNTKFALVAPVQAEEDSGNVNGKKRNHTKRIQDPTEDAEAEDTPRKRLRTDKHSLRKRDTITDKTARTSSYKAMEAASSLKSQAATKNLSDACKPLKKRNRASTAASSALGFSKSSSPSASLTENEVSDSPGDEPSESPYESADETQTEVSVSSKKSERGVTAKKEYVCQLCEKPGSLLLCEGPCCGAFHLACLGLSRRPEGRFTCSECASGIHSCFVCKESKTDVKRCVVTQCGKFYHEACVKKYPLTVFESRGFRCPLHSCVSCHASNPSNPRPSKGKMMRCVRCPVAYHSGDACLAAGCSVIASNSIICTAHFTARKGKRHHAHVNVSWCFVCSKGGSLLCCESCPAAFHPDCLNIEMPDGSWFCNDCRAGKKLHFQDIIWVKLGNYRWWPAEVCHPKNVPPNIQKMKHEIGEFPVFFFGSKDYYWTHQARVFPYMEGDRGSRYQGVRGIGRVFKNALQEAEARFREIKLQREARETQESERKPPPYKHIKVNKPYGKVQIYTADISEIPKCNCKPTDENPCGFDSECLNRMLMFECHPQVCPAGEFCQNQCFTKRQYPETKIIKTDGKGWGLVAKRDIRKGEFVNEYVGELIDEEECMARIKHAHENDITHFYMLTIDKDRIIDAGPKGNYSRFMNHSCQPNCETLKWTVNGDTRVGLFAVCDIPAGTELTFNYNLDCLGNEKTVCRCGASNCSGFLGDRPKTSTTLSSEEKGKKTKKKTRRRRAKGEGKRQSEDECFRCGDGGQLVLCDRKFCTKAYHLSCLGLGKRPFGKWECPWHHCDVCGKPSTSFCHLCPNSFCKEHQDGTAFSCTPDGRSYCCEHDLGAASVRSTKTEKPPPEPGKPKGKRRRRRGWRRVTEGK
LANA DNA inh: inhibitors of KSHV LANA C-terminal domain DNA binding; inhibition, % at 9 µM; MBP-C-LANA/FAM-LBS DNA binding, fluorescence polarization; AID 504423; 340,000 compounds, 0.078% hits;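 active = highest replicate inhibition at or above 60% at 9 µM, even if other replicates fall short; inactive = all replicates below 60% inhibition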;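 note: 0% = neutral control wells and 100% = 4 µM acridine orange control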
PfHsp90 set2: reduces growth (ATP signal) of yeast expressing P. falciparum Hsp90; 310,000 compounds, 0.32% hits; S. cerevisiae expressing PfHsp90, BacTiter-Glo ATP, 48 h; yeast lacking PDR1 and PDR3 efflux regulators; inhibition, % at 9.4 µM; AID 504621;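 active = every replicate shows inhibition above about 80%, whatever the replicate mean, limit read from the data; inconclusive = mean inhibition reaches the set limit but some replicate falls short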;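 note: 0% = DMSO neutral controls and 100% = 20 µM radicicol positive controls; yeast relying on Plasmodium falciparum Hsp90 in place of its own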
dFosB activator: mouse delta FosB homodimer activation | purified delta FosB, TAMRA-CDK5 oligo fluorescence polarization; percent of positive-control signal above neutral wells | 340,000 compounds, 0.99% hits | AID 493131 | activation, % at 25 µM;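 active = mean activation above about 17%, with every replicate also reaching it, limit read from the data, passing the limit was not always enough; inconclusive = only one of the two conditions met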;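 note: fluorescence polarization rise as delta FosB binds a TAMRA Cdk5 AP-1 oligo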
cardiac RTF act: cardiac RTF calcium sensitization. activation, % at 7.2 µM. AID 493008. 340,000 compounds, 0.24% hits. P19429+P45379. IANBD-labeled TnC RTF fluorescence at EC20 calcium; 0% EC20 calcium, 100% full calcium;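 active = activation above the mean over all tested compounds plus 3 SD, cut at about 30% in these data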;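 note: rise in fluorescence read as greater calcium sensitivity of cardiac thin filaments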
Keap1-Nrf2 PPI: Keap1-Nrf2 (human) interaction inhibition. Q14145. Keap1 Kelch-Nrf2 peptide fluorescence polarization, 1536-well. inhibition, % at 9.4 µM. 340,000 compounds, 0.15% hits. AID 504523; in the data active = inhibition above about 12%; inconclusive = no clear call, values can overlap the other calls; inactive = below about 7.3%;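 note: human Keap1 Kelch domain with fluorescein labeled Nrf2 9mer peptide probe; 0% = neutral control wells and 100% = peptide positive control; higher means more block of Keap1 binding to Nrf2 peptide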
The depositor's hits bear a star; u = inconclusive; x = no result given. Not a hit list; about 3.2% have a hit in one of these screens.

SMILES	PvdQ inh	Rtt109 Vps75	SUMO Mot1 rescue	RTF Ca sens inh	CDK5 inh	NSD2 inh	LANA DNA inh	PfHsp90 set2	dFosB activator	cardiac RTF act	Keap1-Nrf2 PPI
COC(=O)c1ccc(CNC(=O)CSc2nc3sc(C)c(C)c3c(=O)n2C)o1	-6.4	x	1.9	-3.0	0.0	-2.7	-1.7	17.0	-9.9	1.5	-2.6
CC1Cc2ccccc2N1CC(=O)Nc1ccc(N2CCOCC2)cc1 (stereo not given)	9.4	-3.6	-7.3	3.1	0.9	3.0	-0.5	11.3	-10.3	7.0	-0.9
CN(C)c1cccc(C(=O)OCC(=O)NCc2ccco2)c1	-13.0	-0.7	32.1	-0.1	2.6	-3.3	1.4	3.9	-1.8	2.7	-5.7
O=C(Nc1nc(-c2ccco2)c(-c2ccco2)s1)C1CCC1	3.5	9.5	20.4	-4.9	0.4	-1.4	2.1	-16.0	-11.7	-1.1	-1.8
Cc1cc(NC(=O)CSc2nnc(-c3c[nH]c4ccccc34)n2-c2ccc(F)cc2)no1	-9.0	6.8	-15.1	3.9	1.2	x	-0.7	-27.5	-2.5	2.5	-1.0
Cc1noc(C)c1C(=O)N1CCCC(C(=O)c2ccc(Cl)cc2)C1 (stereo not given)	-4.9	-0.9	10.7	-0.8	0.4	-6.5	-1.5	-12.2	1.4	-4.2	-2.2
COC(=O)CCC(=O)Nc1ccc(S(=O)(=O)Nc2cc(OC)nc(OC)n2)cc1	-9.4	-1.3	-10.9	-6.4	0.3	-3.7	-3.4	-6.6	-13.7	3.1	0.8
CCc1cccc(NC(=S)N2CCC(c3ccccc3)C2)c1 (stereo not given)	-6.1	3.5	-0.2	3.3	-0.4	x	0.4	12.5	-7.7	-1.5	-3.9
COC(=O)c1ccc(CN(c2ccc(OC)cc2)S(=O)(=O)c2ccccc2)cc1	-5.7	39.7	-4.0	3.6	1.3	-5.3	-1.0	10.2	-8.9	-0.1	1.5
O=C(COc1ccc(S(=O)(=O)N2CCOCC2)cc1Cl)NCCN1CCOCC1	-2.5	-1.2	51.4	-1.5	0.2	-3.5	1.1	11.7	-5.0	1.7	1.1
O=C(Nc1cc(Cl)ccc1-n1cncn1)c1cccs1	8.0	-4.0	-16.9	0.4	-0.1	67.6*	49.2	11.1	-6.4	2.9	1.0
OC(CNCCC(c1ccccc1)c1ccccc1)COc1ccccc1 (stereo not given)	1.2	3.0	-19.0	-11.9	-2.2	12.1	0.4	0.5	5.0	6.1	-1.3
CCn1ccnc1CN(C)C(=O)c1ccc(OC2CCN(CCc3ccccc3)CC2)cc1	7.1	5.3	x	-1.1	-2.7	7.9	1.5	-5.3	-2.5	2.5	-1.8
CCOC(=O)C1CCN(Cc2ccc(OC)c(OCc3ccccc3)c2)CC1	3.7	2.0	16.9	-4.5	1.9	0.0	-6.5	0.3	1.4	-2.1	-1.0
CC(Nc1nc(-c2cccc(Br)c2)cs1)c1nc2cc(Cl)c(N3CCCCC3)cc2n1CCOCCO (stereo not given)	-5.6	2.2	6.3	-6.9	-6.6	x	0.5	-7.9	-0.5	10.9	-4.3
COc1ccc(OC)c(/C=C/C(=O)OCC(=O)Nc2cccc(C(C)=O)c2)c1	-19.1	-20.6	-2.3	-18.8	1.7	-5.1	1.8	12.4	-2.4	2.4	-5.4
COc1ccccc1N1CCN(C(=O)C2CCN(S(=O)(=O)c3ccccc3)CC2)CC1	-11.1	-2.6	-14.8	-4.4	1.4	0.5	-0.1	9.4	-6.8	7.3	-5.9
C=CCN1C(=O)C(Cc2ccc(F)cc2)S/C1=N/N=C/c1ccco1 (stereo not given)	-14.3	-3.1	-4.1	0.1	-0.3	1.7	1.5	11.3	-3.8	-5.5	2.7
Cc1ccccc1-n1c(SCC(=O)NC(N)=O)nc2sc(-c3ccccc3)cc2c1=O	-13.4	-15.9	-5.8	-2.2	-1.5	7.6	-1.1	-21.8	-2.5	-2.7	-3.7
Cc1ccc(NC(=O)C(c2ccccc2)N(C)C)cc1Cl (stereo not given)	u	7.4	4.9	10.7	0.7	x	0.6	x	-1.0	0.6	0.9
COC(=O)C1CN(C(=O)C(C)Oc2ccccc2Cl)c2ccccc2O1 (stereo not given)	-9.5	1.1	84.0	-4.6	0.7	-2.9	-1.2	-15.6	-6.3	0.2	-5.5
O=C(COC(=O)c1cccs1)NCCN1C(=O)CSC1=O	4.0	x	-8.6	0.9	-1.0	-2.7	0.2	13.4	-8.6	-5.3	-4.3
CC(=O)N1CCN(c2ccc(NC(=O)c3ccc(OCc4ccccc4)cc3)cc2)CC1	-10.0	-5.1	-15.5	1.9	-1.3	x	-0.5	15.1	0.2	-4.2	-2.2
COC(=O)C1=C(N)OC2=C(C(=O)CCC2)C1c1ccc2c(c1)OCO2 (stereo not given)	-12.4	-4.1	25.3	0.0	0.5	-1.0	-1.5	7.5	-6.5	10.7	0.9
N#Cc1c2n(c3c(=O)n(Cc4ccc(Cl)cc4)cnc13)CCCCC2	6.1	8.7	18.9	-1.4	0.7	-0.3	-1.1	-12.4	-4.6	-6.5	-7.5

(next part)
SMILES	PvdQ inh	Rtt109 Vps75	SUMO Mot1 rescue	RTF Ca sens inh	CDK5 inh	NSD2 inh	LANA DNA inh	PfHsp90 set2	dFosB activator	cardiac RTF act	Keap1-Nrf2 PPI
NC(=O)CC(NC(=O)Cc1ccc(Cl)cc1)c1ccc(NCCc2ccccc2F)c([N+](=O)[O-])c1 (stereo not given)	7.0	3.0	-2.7	-8.3	1.5	x	1.5	5.3	1.6	0.8	3.0
O=C(Nc1ccc(Cc2nc3ccccc3s2)cc1)c1ccncc1	-9.2	9.0	-9.7	-1.6	-0.2	-2.4	-1.1	11.8	-16.4	4.9	-4.4
COC(=O)c1ccc(-c2ccc(C(c3c(C)[nH][nH]c3=O)c3c(C)[nH][nH]c3=O)o2)cc1	3.0	13.9	-6.8	0.1	-2.3	53.1*	2.9	7.1	-15.9	1.3	-5.9
COc1cc(C)c(NC(=S)Nc2ccc(C)c(Cl)c2)cc1OC	-16.2	1.9	-7.1	-12.1	-0.9	0.9	-1.4	17.0	-9.2	14.5	4.5
Cn1c(SCC(=O)N2CCCC2)nc2cccnc21	-16.3	4.3	15.4	8.8	-2.6	-2.0	1.0	-4.5	-6.4	6.5	-7.8
CCCN1CCCc2cc(CN(CCCN3CCOCC3)C(=O)Nc3ccc(OCC)cc3)ccc21	-15.4	2.1	-23.0	-7.6	8.0	29.8	1.3	-8.8	-21.1	11.0	-6.3
CN(C)c1oc(/C=C/c2cccs2)nc1S(=O)(=O)c1ccccc1	-8.0	-4.7	5.2	1.2	-0.1	-9.0	0.7	0.2	-8.6	1.4	-9.4
Cc1[nH]c(=O)cc2ccccc12	-7.7	-0.5	-17.7	-3.1	1.5	0.7	-0.1	-19.8	-4.9	5.5	3.8
CC1=C(C(=O)Nc2ccccc2C)C(c2cccs2)NC(=S)N1 (stereo not given)	3.3	4.6	-1.3	-6.3	-0.8	-2.3	-4.4	0.9	-2.5	2.2	-1.9
CCCCNCC#CCOc1cc(C)ccc1C(C)C	-3.4	6.9	-15.9	-1.9	1.7	-1.7	0.7	-6.2	-5.0	2.4	3.8
CCc1ccccc1NC1=NCC(=O)N1Cc1ccccc1	-9.6	-5.6	444.1	-7.6	1.2	-2.3	-0.4	-30.8	-6.6	3.3	1.8
O=C(NCCOc1ccc(F)cc1)c1ccccc1SCc1ccccc1	0.8	10.4	-2.3	-11.9	-0.6	-1.7	0.5	1.9	-6.6	-6.7	-5.2
CCOC(=O)C1CCCN(Cc2nc(Cc3ccccc3Cl)no2)C1 (stereo not given)	10.2	15.7	-6.7	-1.6	1.7	-3.0	-0.6	-1.0	-2.2	1.4	4.0
COC(=O)CCCC1=CC2=C(c3ccccc3)C(=O)C(C)(OC(=O)C3CCCC3)C(=O)C2=CN1CC1CC1 (stereo not given)	-1.5	6.9	-11.9	-13.2	-7.4	x	0.8	-0.7	1.2	7.3	-5.5
COc1ccc(-c2noc(C(C)NC(=O)c3ccco3)n2)cc1OC (stereo not given)	-11.5	1.2	-14.2	-0.5	-1.7	-0.8	-0.5	-6.3	-0.8	5.0	-0.9
CCNCc1ccccc1OCc1ccccc1	-14.3	x	-18.2	-18.0	0.1	46.3	-1.0	-3.3	-0.7	-2.0	-3.3
O=C(CSc1nnnn1C1CC1)N1CCN(Cc2ccccc2F)CC1	-15.6	-6.8	-2.9	-18.0	-2.9	-2.9	-0.4	-3.6	-4.0	0.1	-10.0
CCCCN(C(=O)c1cccc2c(=O)c(C)c(-c3ccccc3)oc12)c1ccccc1	7.3	6.8	x	16.2	0.9	0.7	-0.4	9.8	-9.7	-6.2	0.0
O=C1c2ccccc2C(=O)c2c(/C=C/N3CCCCC3)ccnc21	-15.5	2.9	x	-3.0	-2.6	x	5.2	2.9	-5.1	5.2	4.5
Cc1ccc(N2C(=O)CC(N3CCc4ccccc43)C2=O)cc1Cl (stereo not given)	-9.4	0.4	-2.6	-8.8	-1.1	-3.4	4.5	30.2	-5.8	1.9	-5.5

Part of the list above, with each value named:
Molecule: Cn1c(SCC(=O)N2CCCC2)nc2cccnc21
  PvdQ inh: -16.3
  Rtt109 Vps75: 4.3
  SUMO Mot1 rescue: 15.4
  RTF Ca sens inh: 8.8
  CDK5 inh: -2.6
  NSD2 inh: -2.0
  LANA DNA inh: 1.0
  PfHsp90 set2: -4.5
  dFosB activator: -6.4
  cardiac RTF act: 6.5
  Keap1-Nrf2 PPI: -7.8

Molecule: CCCN1CCCc2cc(CN(CCCN3CCOCC3)C(=O)Nc3ccc(OCC)cc3)ccc21
  PvdQ inh: -15.4
  Rtt109 Vps75: 2.1
  SUMO Mot1 rescue: -23.0
  RTF Ca sens inh: -7.6
  CDK5 inh: 8.0
  NSD2 inh: 29.8
  LANA DNA inh: 1.3
  PfHsp90 set2: -8.8
  dFosB activator: -21.1
  cardiac RTF act: 11.0
  Keap1-Nrf2 PPI: -6.3

Molecule: CN(C)c1oc(/C=C/c2cccs2)nc1S(=O)(=O)c1ccccc1
  PvdQ inh: -8.0
  Rtt109 Vps75: -4.7
  SUMO Mot1 rescue: 5.2
  RTF Ca sens inh: 1.2
  CDK5 inh: -0.1
  NSD2 inh: -9.0
  LANA DNA inh: 0.7
  PfHsp90 set2: 0.2
  dFosB activator: -8.6
  cardiac RTF act: 1.4
  Keap1-Nrf2 PPI: -9.4

Molecule: Cc1[nH]c(=O)cc2ccccc12
  PvdQ inh: -7.7
  Rtt109 Vps75: -0.5
  SUMO Mot1 rescue: -17.7
  RTF Ca sens inh: -3.1
  CDK5 inh: 1.5
  NSD2 inh: 0.7
  LANA DNA inh: -0.1
  PfHsp90 set2: -19.8
  dFosB activator: -4.9
  cardiac RTF act: 5.5
  Keap1-Nrf2 PPI: 3.8

Screening data from PubChem.
